IkB signaling = IkB pathway inhibition in ABC-DLBCL cells; Potency, µM (titrated, usually from 57.1 µM), inactives show top-dose IkBa stabilization activation; 110,000 tested, 0.04% active; AID 445; ABC-DLBCL IkBa-CBG/CBR dual luciferase ratio, 4 h; response scale: scaled: untreated 0%, proteasome inhibitor 100%; active = well fitted curve in the direction sought with a large enough effect in the signal ratio, not every such curve was filed as active; inconclusive = small, poorly fitted or top-dose-only effect, or a change in a side signal; the % refers to the signal ratio;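 note: the direction sought is a rising ratio; 0% = basal untreated cells and 100% = reference inhibitor full response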
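Curves were fitted separately to fusion (green), unfused (red) and ratio luminescence, then classed by r2, magnitude and activity. Cells: OCI-Ly3, 4 h compound plus doxycycline at 37C; 10 uM MG-132 defined full response.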
p53ts 39C tox = kills p53ts cells at the nonpermissive temperature | H1299-p53A138V viability at 39C, ATP luminescence, 24 h | Potency, µM (doses to about 46.1 µM), without a hit: at the highest dose activity change, negative = cell killing, hits mostly cytotoxic | 130,000 tested, 1.5% active; note: nearly all actives have a fitted effect of over 55% in size
Imprint erasure = induces erasure of genomic imprints in mouse ES cells. mouse ES Peg3-LacZ reporter, beta-gal luminescence, 40 h. Potency, µM (titrated, usually from 60.7 µM), inactives show at the highest dose activity change, positive = activation, actives largely listed as activators. 110,000 tested, 0.02% active;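 note: 0% = negative control wells on the plate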
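Gelatin-coated wells received 300 freshly trypsinized female ES cells with a Peg3LacZ-Neo reporter on the maternal allele, then incubated 40 hours at 37C. BetaGlo was added for 5 minutes at room temperature before a single luminescence read.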
p53ts 32C kill = kills p53ts cells at the permissive temperature; H1299-p53A138V at 32C, ATP luminescence viability, 24 h; AID 924; 130,000 tested, 0.93% active; Potency, µM (top dose mostly 46.1 µM), for the others: at the highest dose activity change, negative = cytotoxicity, usual class: cytotoxic;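 note: 0% = DMSO and -100% = full killing by reference compound; nearly all actives have a fitted effect of over 55% in size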
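ATP-content luminescence (ATPlite) read-out after 24 h compound exposure at 32C in H1299-p53A138V cells (600/well). Tested up to 46 uM. Normalized to DMSO (0%) and 100 uM tamoxifen (100% killing); Hill-fit AC50.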
* hit, by the source's call; ? = inconclusive; · = not tested or not shown; & = joins results of further samples; [ ] = remark or other dose. Unless noted, calls come from the whole dose curve; as a rule, active = well fitted curve in the direction sought with a large enough effect; inconclusive = small, poorly fitted or top-dose-only effect, or another doubt; inactive = no such curve, though single readings can be large; an effect the other way counts as inactive or inconclusive. Unless noted, % is set by controls: 0 for no effect and ±100 for the full control effect; potency is the fitted concentration of half-maximal effect.

molecule | p53ts 39C tox | p53ts 32C kill | IkB signaling | Imprint erasure
NC(=O)C1CC=CCC1C(=O)OCC(Cl)=C(Cl)Cl (stereo not drawn) | 3% | -6% | 0.5% | -7%
CCN(CC)S(=O)(=O)c1nnc(NC(=O)c2ccc(Br)cc2)s1 | -16% | -1% | 1.5% | -12%[10.9 µM]
Fc1ccc(CNc2nc3ccc(Cl)cc3n3nnnc23)cc1 | -9% | 10% | ? | 11%[10.9 µM]
CCOc1ccc(C(C)(N)C(=O)O)cc1 (stereo not drawn) | 15% | 2% | 1.9% | -4%
O=C1C2ON(c3ccccc3)C(c3ccccn3)C2C(=O)N1c1ccc(Br)cc1 (stereo not drawn) | 4% | -1% | 4.0% | -7%
Cn1c(SCC(=O)c2ccccc2)nc2cccnc21 | -11% | -9% | 9.4% | -9%
Cc1cc(C)c(NC(=O)CSc2nnc(Cc3cccn3C)n2-c2ccc(F)cc2)c(C)c1 | 10% | 4% | 3.4% | -10%
COc1ncc2nc(C)c(=O)n(-c3ccccc3)c2n1 | -19% | 5% | 0.7%[11.4 µM] | -3%
COC(=O)c1ccc(CN2C(=O)NC3(CCCCC3C)C2=O)o1 (stereo not drawn) | -1% | 2% | ? | 14%
Cc1cc(C)n(-c2nc(Nc3ccccc3)nc(-n3nc(C)cc3C)n2)n1 | 4% | -3% | -0.4% | -5%
CNC(=O)c1cc2ccccc2o1 | 6% | -11% | · | ·
CCOC(=O)c1c(C)[nH]c(C)c1S(=O)(=O)N(C)CC(=O)Nc1ccc(OC)cc1 | 7% | 2% | 0.7% | -9%[10.9 µM]
C=CCOC(=O)/C(=C\C=C\c1ccccc1)NC(=O)c1ccccc1 | -7% | -22% | · | ·
COc1ccc(OCCC(=O)OCC(=O)Nc2cccc(Br)c2)cc1 | -2% | -12% | · | ·
COc1ccc(-n2c(SCC(=O)Nc3ccc4c(c3)OCO4)nnc2C(C)N2CCCCC2)cc1 (stereo not drawn) | -1% | 4% | 1.4% | -14%
O=C(CN(Cc1cccs1)C(=O)CN1C(=O)COc2ccccc21)NCc1ccco1 | 3% | 5% | 0.1% | -6%
Cc1ccc(-n2c(SCC(=O)N3CCOCC3)nnc2-c2cccnc2)cc1C | 10% | -2% | 0.3% | 3%
CC1CCC2C(=O)OC(CN=[N+]=[N-])CN2C1c1ccc(Br)cc1 (stereo not drawn) | -2%&-16%&5%&0%&1%&0%[9.22 µM] | -1%&-5%&0%&-1%&-1%&-8%[9.22 µM] | · | ·
Cn1c(=O)c2[nH]c(-c3ccccc3)nc2n(C)c1=O | 16% | 5% | -5.8% | 6%
COc1ccc(CNC(=O)CSCc2ccc(C)cc2)c(OC)c1 | -6% | 3% | -0.1% | -4%[10.9 µM]
CCCCn1c(SCC(=O)c2ccc3c(c2)OCCO3)nnc1-c1ccoc1C | 1% | -2% | 0.5% | -6%
Cc1ccc(-c2n[nH]c(=S)n2/N=C/c2cccs2)cc1 | 5% | 4% | · | ·
CN(C)CCNC(=O)c1ccc2c(c1)NC(=O)C(CS(=O)(=O)Cc1cccc(Br)c1)N2 (stereo not drawn) | -13% | -2% | -0.7% | -20%[10.9 µM]
CCOC(=O)c1c(C)oc2ncnc(N3CCN(c4ccccc4OC)CC3)c12 | 16% | -9% | ? | -9%[10.9 µM]
O=C(Nc1cc(C(F)(F)F)ccc1N1CCOCC1)c1n[nH]c(=O)c2ccccc12 | -10% | 7% | 0.7% | -11%
CNc1ncnc2c1cnn2-c1ccc(C)c(C)c1 | ? | ? | ? | -22%[10.9 µM]
O=C(NCCC1=CCCCC1)c1cc2c(s1)CS(=O)(=O)C2 | -4% | -12% | 0.5% | -13%
CCOC(=O)C1CCN(C(=O)Cn2nc(CC)n3c(cc4occc43)c2=O)CC1 | 12% | -1% | -0.7% | 23%[10.9 µM]
Cc1ccc(C)c(CS(=O)(=O)c2cn(CC(=O)N(C(C)C)C(C)C)c3ccccc23)c1 | -26% | -8% | 2.6% | -13%[10.9 µM]
CCCCNC(=O)Cn1c(-c2ccc(OC)cc2)noc1=O | -7% | 1% | 0.4% | 10%

As a working copy, four of the compounds above:
molecule | p53ts 39C tox | p53ts 32C kill | IkB signaling | Imprint erasure
O=C(NCCC1=CCCCC1)c1cc2c(s1)CS(=O)(=O)C2 | -4% | -12% | 0.5% | -13%
CCOC(=O)C1CCN(C(=O)Cn2nc(CC)n3c(cc4occc43)c2=O)CC1 | 12% | -1% | -0.7% | 23%[10.9 µM]
Cc1ccc(C)c(CS(=O)(=O)c2cn(CC(=O)N(C(C)C)C(C)C)c3ccccc23)c1 | -26% | -8% | 2.6% | -13%[10.9 µM]
CCCCNC(=O)Cn1c(-c2ccc(OC)cc2)noc1=O | -7% | 1% | 0.4% | 10%

More records:
molecule | p53ts 39C tox | p53ts 32C kill | IkB signaling | Imprint erasure
COc1ccccc1NC(=O)c1cccc(S(=O)(=O)N2CCCCCC2)c1 | -21% | 0% | ? | -9%[10.9 µM]
CCCCCn1c(=O)[nH]c2cc(C(=O)NC(C)CC)ccc2c1=O (stereo not drawn) | -17% | 12% | ? | 5%[10.9 µM]
Cc1ccc2c(c1)N(CC(=O)NCc1cccnc1)C(=O)CO2 | 3% | ? | · | ·
CCn1c(C)nc2cc(S(=O)(=O)C(F)(F)C(F)C(F)(F)F)ccc21 (stereo not drawn) | 2% | -6% | -1.5% | -22%
COc1ccc(NC(=O)c2oc3ccccc3c2NC(=O)Cc2cccs2)c(OC)c1 | ? | ? | 3.3% | -13%[10.9 µM]
CC12CN3CC(C)(CN(C1)C3c1ccc(OCc3ccccc3)cc1)C2=O (stereo not drawn) | -18% | -11% | -0.1% | -21%[10.9 µM]
COCCNC(=O)CCc1nc2cccnc2n1Cc1ccc(OC)cc1 | -7% | 9% | -0.4% | -8%[10.9 µM]
Cc1cccc(OCCCn2c(CCNC(=O)C(C)C)nc3ccccc32)c1 | 10% | 9% | · | ·
CC1CCN(C(=O)c2cc3ccccc3o2)CC1 | -15% | -14% | 0.9% | -62%[inhibitor]
N#C/C(=C\Nc1ccccn1)C(=O)C1CC1 | 6%[9.22 µM] | -5%[9.22 µM] | 1.5%[11.4 µM] | 7%[10.9 µM]
Cn1c(=O)[nH]c(=O)c2c1nc(N1CCOCC1)n2CC(O)COc1ccccc1 (stereo not drawn) | 2% | 43%[activator] | 1.6% | ·
CCCCN(Cc1ccccc1)C(=O)C1CCCN(S(=O)(=O)c2cnc[nH]2)C1 (stereo not drawn) | -6% | -4% | -1.0% | -11%
COCCCNc1oc(COc2ccc(Cl)cc2Cl)nc1C#N | -4% | 5% | 0.2% | -9%
COc1ccc(Cl)cc1NC(=O)Cn1c(=O)n(Cc2ccco2)c(=O)c2cccnc21 | -11% | -5% | ? | -15%[10.9 µM]
O=C(N/N=C/c1cccs1)c1ccc2c(c1)OCO2 | 10µM* | 8.9µM* | · | ·
Cc1cccc(-c2nc3c4ccccc4nc(NCc4ccc(F)cc4)n3n2)c1 | -2% | 4% | -1.2% | -8%[10.9 µM]
CCC(C(=O)NCc1ccccc1Cl)n1c(=O)c2cccn2c2ccccc21 (stereo not drawn) | 12% | -4% | ? | -15%[10.9 µM]
COc1cc2c(cc1OC)C(C(C)C)=NC(C)(C)C2 | 7% | -5% | · | ·
COC(=O)c1ccc(NC(=O)CC2C(=O)N(c3cccc(C)c3)C(=O)N2Cc2ccco2)cc1 (stereo not drawn) | -15% | -7% | -0.1% | -6%[10.9 µM]
Cc1nc2cnc(Oc3ccccc3)nc2n(CCC#N)c1=O | 2% | -9% | 3.9%[11.4 µM] | ·
O=S(=O)(NCC1CCCO1)c1cc(Br)c(Br)s1 (stereo not drawn) | -5% | -17% | 3.5% | -10%
Cc1nc(Nc2ccc(F)cc2)[nH]c(=O)c1CCC(C)C | 21% | 19% | -7.7% | -21%
COC(=O)N1CCC2(CCN(C(=O)Nc3ccccc3)CC2)CC1 | 2% | -11% | 2.2%[11.4 µM] | ·
Cc1nc2nc(NCc3ccccc3Cl)[nH]n2c(=O)c1Cc1ccccc1 | 4% | -11% | ? | -13%[10.9 µM]
COc1ccc(NC(=O)c2nnn(Cc3ccc(Br)cc3F)c2N)c(OC)c1 | -18% | -5% | -0.2% | -8%[10.9 µM]
Cc1ccc(NCc2nnc(SCC(=O)Nc3ncc(C)s3)n2CC2CCCO2)c(C)c1 (stereo not drawn) | -3% | 9% | ? | -6%
COc1ccccc1NS(=O)(=O)c1ccc(NC(=O)c2nc3ncccn3n2)cc1 | -11% | -8% | 1.0% | -2%
N#CCCN(Cc1cccnc1)S(=O)(=O)c1ccc(S(=O)(=O)N2CCCCCC2)cc1 | 3% | -11% | 1.0% | -16%
CCOc1ccc(C(=O)Nc2onc3c2CCCC3)cc1 | 16µM* | 6.3µM* | 2.9% | -40%[inhibitor][10.9 µM]
Cn1c(=O)c(=O)n(C)c2cc(S(=O)(=O)CCC(=O)N3CCOCC3)ccc21 | -1% | -7% | 3.2% | -8%

(next part)
molecule | p53ts 39C tox | p53ts 32C kill | IkB signaling | Imprint erasure
CO[C@]1(C2=NCCN2)COc2ccccc2O1 | 5%&-3% | 5%&-13% | 0.5%&-0.3% | -7%
O=C1CC(NCc2ccccc2F)C(=O)N1c1ccccc1 (stereo not drawn) | 4% | -21% | 0.9% | -1%
O=C(CCCCn1c(=O)c2ccccc2n(Cc2cccc(F)c2)c1=O)NCCc1ccccc1 | 5% | 12% | -0.9% | 2%[10.9 µM]
O=C(Nc1ccc2c(c1)OCO2)C1CCCN1C(=O)NCc1ccccc1 (stereo not drawn) | 12% | 12% | 0.2% | -7%
Cc1ccc(S(=O)(=O)Nc2nc3n(n2)C(c2ccc(Cl)cc2)C=C(c2ccccc2)N3)cc1 (stereo not drawn) | -14% | -5% | 2.4% | 5%[10.9 µM]
CC(=O)c1ccc(NS(=O)(=O)c2c(C)nc3scc(C)n3c2=O)cc1 | -3% | -2% | -1.1% | 6%[10.9 µM]
COc1ccc(OCCn2c(C(C)Oc3ccccc3)nc3ccccc32)cc1 (stereo not drawn) | -23% | -1% | ? | -7%[10.9 µM]
Cc1nc2nc(-c3ccccc3)cn2nc1C | ? | ? | 5.9% | -93%[inhibitor]
O=C(CSc1ncn(-c2ccccc2)n1)Nc1ccc2c(c1)OCO2 | 3% | 0% | 1.0% | -11%
NC(=O)C1CCCN(C(=O)Nc2cccc3ccccc23)C1 (stereo not drawn) | 7% | 10% | 3.2% | -4%
O=C(NCCc1ccc(Cl)cc1)c1ccc2nc(Cc3ccccc3)oc2c1 | -20% | -11% | ? | -5%[10.9 µM]
O=C(CCSc1nc2cc(Cl)ccc2o1)N1CCOCC1 | -2% | -2% | -3.7% | -6%
Cc1ccc(C)c(NC(=O)CN2C(=O)CCc3ccccc32)c1 | -14% | -5% | -1.5% | -5%[10.9 µM]
CSc1nc(-c2ccccc2)nn1S(=O)(=O)c1ccccc1 | 0% | 1% | · | ·
COC(=O)CSc1nc(N2CCOCC2)c2c(c1C#N)CC(C)(C)N(C)C2 | -6% | 5% | 1.3% | -4%
COc1cc(S(=O)(=O)N2CCN=C2c2ccccc2)ccc1F | 21% | 4% | 3.8% | -23%
COc1ccc(NC(=O)CCCSc2nc(-c3ccco3)cc(C(F)(F)F)n2)cc1 | -12% | 0% | -1.4% | -5%[10.9 µM]
CCCCNc1nc2c(S(=O)(=O)c3ccc(Cl)cc3)nnn2c2ccsc12 | -3% | -2% | 0.0% | -20%[10.9 µM]
CC(C)Cn1c(=O)c2sccc2n2c(CCCC(=O)NCCc3ccc(Cl)cc3)nnc12 | -13% | 1% | 4.7% | -9%[10.9 µM]
COc1ccccc1CNC(=O)C1CCN(c2nnc(C)c3c(C)n(-c4ccccc4)nc23)CC1 | -8% | -2% | ? | -3%[10.9 µM]
O=C(Cn1c(=O)n(Cc2ccco2)c(=O)c2c3c(sc21)CCCC3)Nc1ccccc1 | 17% | 13% | 1.9% | -10%
CC(NC(=O)Cc1cccs1)c1ccncc1 (stereo not drawn) | 5% | -5% | 0.7% | 8%
COc1ccc(CN(C(C)=O)c2cccc(C)c2C)cc1 | 9% | 7% | 1.0% | -12%
